Bioassay records as filed in PubChem.
D2 potentiator – HTS Assay for Positive Allosteric Modulators of the Human D2 Dopamine Receptor: Primary Screen for Potentiators; D(2) dopamine receptor (Homo sapiens), P14416; potentiation, % at 10 µM; HEK293 T-REx D2, calcium flux, EC20 dopamine potentiation; AID 485347, 2010; 340,000 compounds, 0.34% hits;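 active = potentiation over 3 SD above the plate norm, cut at about 30% in these data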; note: 0% is about no effect
Target sequence (P14416 whole entry, looked up): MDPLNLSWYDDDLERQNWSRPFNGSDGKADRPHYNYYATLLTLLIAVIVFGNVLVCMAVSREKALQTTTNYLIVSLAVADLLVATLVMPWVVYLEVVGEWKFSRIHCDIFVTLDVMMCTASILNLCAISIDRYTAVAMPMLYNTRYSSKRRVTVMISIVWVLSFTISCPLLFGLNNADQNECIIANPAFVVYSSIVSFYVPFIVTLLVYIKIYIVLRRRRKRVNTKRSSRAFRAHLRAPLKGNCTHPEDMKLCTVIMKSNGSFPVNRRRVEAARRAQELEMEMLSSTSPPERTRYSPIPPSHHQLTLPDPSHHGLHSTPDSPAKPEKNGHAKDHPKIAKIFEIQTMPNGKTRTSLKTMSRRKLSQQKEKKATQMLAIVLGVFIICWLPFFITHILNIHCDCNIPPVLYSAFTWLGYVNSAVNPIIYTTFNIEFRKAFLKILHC
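Tetracycline-induced HEK293 T-REx cells force-coupled to calcium signalling expressed D2; compounds were pin-added after a 10 s baseline, read kinetically 180 s, then an EC20 dopamine challenge followed with a further 180 s calcium read.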
D1 PAM – Potentiators of Human D1 Dopamine Receptor: qHTS; D(1A) dopamine receptor (Homo sapiens), P21728; HEK293 TREx D1 cells, calcium flux, dopamine EC20 potentiation; potentiation, % at 10 µM; 360,000 compounds, 0.036% hits; AID 504651, 2011; in the data active = potentiation above about 30%; note: 0% is about no effect
RXFP1 antagonist – qHTS Assay for Antagonists of the Relaxin Receptor RXFP1; Relaxin receptor 1 (Homo sapiens), Q9HBX9; HEK293-RXFP1, relaxin-stimulated cAMP HTRF, 30 min; stronger effect = lower value; activity change, negative = inhibition, % at 57.5 µM; 350,000 compounds, 0.59% hits;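 active = activity change of -60% or lower, but not beyond a set lower limit; inconclusive = change between -60% and -40%, or beyond the set limit; inactive = change above -40%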; note: % is set by controls: 0 for no effect and ±100 for the full control effect
D2 ag – HTS Assay for Allosteric Agonists of the Human D2 Dopamine Receptor: Primary Screen for Agonists; D(2) dopamine receptor (Homo sapiens), P14416; activation, % at 2 µM; HEK293 T-REx D2 cells, calcium flux agonist mode; 340,000 compounds, 0.53% hits;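 active = activation over 3 SD above normal in the single-dose calcium agonist read, cut at about 30% in these data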; note: 0% is about no effect
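Agonism is scored from calcium flux in a force-coupled, inducible HEK293 cell line expressing D2, read kinetically for 180 s after compound addition against dopamine controls.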
TRHR ag – qHTS for Small Molecule Agonists and Allosteric Enhancers of Human TRH Receptor: Primary Screen for Agonists; Thyrotropin-releasing hormone receptor (Homo sapiens), P34981; AID 493084, 2011; activation, % at 2 µM; 360,000 compounds, 0.18% hits; TRHR cells, calcium flux fluo-8, FDSS agonist mode; note: 0% is about no effect
Target sequence (P34981 whole entry, looked up): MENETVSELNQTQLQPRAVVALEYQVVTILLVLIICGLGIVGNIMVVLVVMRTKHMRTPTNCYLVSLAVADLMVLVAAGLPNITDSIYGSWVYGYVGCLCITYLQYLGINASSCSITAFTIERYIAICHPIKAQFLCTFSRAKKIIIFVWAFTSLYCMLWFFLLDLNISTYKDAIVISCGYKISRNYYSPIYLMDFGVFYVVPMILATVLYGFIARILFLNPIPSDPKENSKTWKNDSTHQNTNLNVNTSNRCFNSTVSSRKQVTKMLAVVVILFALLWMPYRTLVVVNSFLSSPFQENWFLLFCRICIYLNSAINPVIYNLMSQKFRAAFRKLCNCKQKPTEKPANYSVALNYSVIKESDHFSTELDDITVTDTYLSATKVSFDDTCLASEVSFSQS
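Fluo-8-loaded TRHR cells; 10 s baseline, compound added, kinetic Ca2+ fluorescence read 1/s, agonist mode.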
TRHR PAM – qHTS for Small Molecule Agonists and Allosteric Enhancers of Human TRH Receptor: Primary Screen for Enhancers; enhancement, % at 2 µM; Thyrotropin-releasing hormone receptor (Homo sapiens), P34981; 360,000 compounds, 0.66% hits; TRHR cells, fluo-8 calcium fluorescence, EC20 TRH enhancement; in the data active = enhancement above about 30%; note: 0% is about no effect
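Enhancer read-out: after compound pinning and an initial kinetic agonist-mode read, an EC20 of TRH (10 nM final) was injected and fluo-8 calcium signal (Ex 480/Em 530) followed at 1 s/cycle for 100 cycles in TRHR-expressing cells.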
D1 ag – Allosteric Agonists of the Human D1 Dopamine Receptor: qHTS | D(1A) dopamine receptor (Homo sapiens), P21728 | HEK293 T-REx D1 cells, calcium flux, agonist mode | activation, % at 2 µM | 360,000 compounds, 1% hits | AID 504660, 2011; note: 0% is about no effect
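Tetracycline-induced HEK293 TREx D1 cells, force-coupled to calcium signalling, were dye-loaded with a no-wash calcium kit. Compound was pin-added after a 10 s baseline. Fluorescence was read kinetically at 1 cycle/s for 180 s, with calcium rises flagged as agonism.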
D2 antagonist – HTS Assay for Allosteric Antagonists of the Human D2 Dopamine Receptor: Primary Screen for Antagonists; D(2) dopamine receptor (Homo sapiens), P14416; HEK293 TREx D2 cells, calcium flux, dopamine EC80; inhibition, % at 10 µM; 340,000 compounds, 2% hits; in the data active = inhibition above about 30%; note: 0% is about no effect
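Calcium flux kinetic readout in an inducible HEK293 TREx D2 line plated overnight at 30 C. After 180 s compound exposure, an EC80 dopamine challenge follows with another 180 s kinetic read to detect antagonism.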
D1 antagonist – Antagonist of Human D 1 Dopamine Receptor: qHTS; activity change, negative = inhibition, % at 10 µM; HEK293 TREx D1 cells, calcium flux, dopamine EC80; stronger effect = lower value; 360,000 compounds, 3.2% hits; in the data active = activity change below about -30%; note: % is set by controls: 0 for no effect and ±100 for the full control effect
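Using tetracycline-induced force-coupled D1 Hek293 cells and a calcium dye, signals were followed for 180 s after compound, then for 180 s after EC80 dopamine, to detect inhibitors.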
An asterisk follows results filed as active; ? = inconclusive; . = no result given. Cut-off read from the data, not from the text of the source, unless noted: active = activation above about 30%; inactive = the rest. Compounds were not picked by outcome. Share with any hit: about 7.1%.

SMILES	D2 potentiator	D1 PAM	RXFP1 antagonist	D2 ag	TRHR ag	TRHR PAM	D1 ag	D2 antagonist	D1 antagonist
Cc1[nH]c2ccccc2c1C(=O)C(=O)NCCC1=CCCCC1	5	-5	2	-1.8	-0.1	6	1	13	-5
CCC[n+]1cn(/C(C(=S)Nc2cccc(Cl)c2C)=C(/[O-])c2ccc(OC)c(OC)c2)c2ccccc21	2	2	-15	1.1	0.2	2	4	10	6
Cc1nnc(NC(=O)C2CSC3(C)CCC(=O)N23)s1 (configuration not stated)	-1	-2	-13	0.8	0.3	0	3	-6	8
CC1(N(O)/C=C2\C=CC=CC2=O)CCCCC1=O (configuration not stated)	-3	2	5	0.9	0.9	0	2	6	-1
CC1(C)CC(=O)/C(=C(\O)c2ccccc2)C(=NCCc2ccccc2)C1	-5	-1	.	-1.2	-1.9	-10	0	-2	-3
O=C(O)c1c2c(nc3ccc(S(=O)(=O)N4CCC(C(=O)NCc5ccccc5Cl)CC4)cc13)CCCC2	.	-3	-2	.	0.1	16	4	.	7
CCOCc1nc(C)c(Cl)c(NS(=O)(=O)c2ccc(N)cc2)n1	9	1	-3	0.1	-0.1	-1	1	5	0
Cc1c(C(=O)Nc2cccc(C(F)(F)F)c2)sc2nc3n(c(=O)c12)CCCC3	-2	-1	-7	2.3	11	23	36*	.	7
CCOn1c(=O)c(-c2ccc(OC)c(OC)c2)[n+]([O-])c2ccccc21	1	0	-1	-0.4	-0.3	-1	2	11	5
OCc1cn(Cc2ccc(O)c3ncccc23)cn1	.	17	.	.	-0.1	1	6	.	19
O=C(OCC(=O)N1CCc2ccccc21)c1ccncc1	0	.	-6	-0.1	0.6	-5	0	-30	-5
CS(=O)(=O)N(CC(=O)N1CCc2ccccc2C1)Cc1ccc(Cl)cc1	-4	4	3	0.8	0.1	-3	2	-1	1
O=C(O)c1ccc(CSc2ncn[nH]2)cc1	0	-6	1	0.3	0.0	0	3	-1	-20
COCCNCC(=O)Nc1ccccc1Sc1ccccc1	8	-4	-13	0.3	0.3	-18	2	1	5
CCCSc1ccc([C@@H]2[C@H]3C(=O)N(CC)C(=O)[C@H]3[C@]3(C(=O)OC)CCCCN23)cc1	-19	-11	.	1.0	1.5	1	15	2	-16
COc1cc(/C=C/C(=O)N2CCCc3ccccc32)cc(OC)c1OC	-6	-2	25	-0.1	-0.6	-6	-1	-12	-33*
COc1ccc(OC)c(CC(NC(C)=O)C(=O)NC2CCN(c3cc(C)nc4ncnn34)CC2)c1 (configuration not stated)	6	-3	.	0.4	3.2	13	0	-1	35
Cc1csc2c(N3CCN(C(=O)NC(C)(C)C)CC3)ncnc12	5	-6	2	1.0	-0.1	5	9	5	-25
CCOc1ccc(NC(=O)N2CCN(c3nnc(C)c4c(C)n(-c5ccccc5)nc34)CC2)cc1	21	-4	4	-0.4	-0.6	-5	4	.	-9
CCN(C(=O)COC(=O)/C=C/c1cccc(Cl)c1)c1c(N)n(Cc2ccccc2)c(=O)[nH]c1=O	1	-3	-6	-0.2	-0.8	-3	8	4	0
CC1CC(C)CN(C(=O)CSc2nnc(-c3ccc(Cl)cc3)o2)C1 (configuration not stated)	5	.	.	-0.6	-0.4	-12	6	24	-8
Cn1c(SCC(=O)c2ccccc2)nnc1C1CC1	6	0	3	0.3	0.3	-4	1	5	-1
O=C(Cc1ccccc1)NCCc1cn2ccsc2n1	12	-5	-2	0.7	0.1	1	7	-3	13
CCOc1ccccc1CNC(=O)c1cccn1-c1nnc(N2CCCCC2)s1	5	-1	-16	0.0	-1.0	1	11	.	-12
Cc1cccn2c(=O)c3cc(C(=O)O)n(C)c3nc12	13	-4	.	2.6	0.1	5	0	8	-9
More records.
SMILES	D2 potentiator	D1 PAM	RXFP1 antagonist	D2 ag	TRHR ag	TRHR PAM	D1 ag	D2 antagonist	D1 antagonist
O=C(Nc1ccc(S(=O)(=O)N2CCOCC2)cc1)c1ccc(F)cc1	.	-4	12	.	0.5	-4	7	.	5
Cc1nn(Cc2ccccc2)c(C)c1NC(=O)CSc1nnc(-c2cc(Cl)ccc2O)n1C	27	-2	3	-1.9	0.6	-8	0	1	15
CCn1ccnc1CN(C)C(=O)c1ccc2nc(Cc3ccc(OC)cc3)oc2c1	1	-4	2	-0.8	-0.1	-3	4	-1	0
O=C(OCC(=O)N1CCN(C(=O)c2ccco2)CC1)c1cc(=O)c2ccccc2o1	1	1	7	0.9	0.2	-3	0	2	12
CCCC(C)NC(=O)c1cccc(Oc2ccccc2)c1 (configuration not stated)	9	-5	-26	-0.3	-1.6	6	33*	12	6
O=C(N/N=C/c1ccccc1OCc1ccccc1Cl)c1cccnc1	1	0	?	-0.5	-0.5	3	0	24	-3
CC(C)Oc1ccc(C(=O)NC2CCSc3ccccc32)cc1 (configuration not stated)	-2	-4	-13	0.4	1.9	-4	5	-7	-11
COC(=O)[C@H](CC(C)C)NC(=O)Nc1cccc(Br)c1	7	-1	-9	0.5	0.7	5	4	-7	3
CC(=O)OCC(=O)c1ccc2ccn(C(C)=O)c2c1	-24	-2	-1	0.5	0.7	2	1	-14	12
COc1ccc(N2CCN(C(=O)c3cn(C4CCCC4)c(=O)c4c3c3ccccc3n4C)CC2)cc1	5	-2	0	1.4	0.3	8	0	3	13
Cc1ccc(S(=O)(=O)Cn2nnnc2CN2CCOCC2)cc1	11	-4	9	1.1	-0.1	1	3	-18	-29
Cc1ccc(S(=O)(=O)CC(C)N2CCOCC2)c(S(=O)(=O)CC(C)N2CCOCC2)c1 (configuration not stated)	-1	-2	-4	-1.0	-0.1	4	1	7	-1
COc1ccc(NC(=O)CC2C(=O)N(c3ccccc3)C(=O)N2CCc2sccc2C)cc1 (configuration not stated)	-13	0	.	-0.2	-0.6	-1	2	.	-1
NC(N)=NS(=O)(=O)c1ccc(NC(=S)NC(=O)/C=C/c2cccs2)cc1	3	-3	-13	0.2	0.0	0	-2	-1	-2
CCOc1ccc(CNC(=O)C2CCCN(S(=O)(=O)N3CC(C)CC(C)C3)C2)cc1OC (configuration not stated)	-1	-5	1	0.0	0.5	0	1	0	-20
CC(/C=N/NC(=O)c1nnn(-c2nonc2N)c1CN1CCCCC1)=C\c1ccccc1	10	17	-14	0.4	0.9	8	0	0	-5
CCN(CC)CCCOc1ccc(Cl)c(Cl)c1	-20	-2	-3	0.9	0.5	-3	12	4	3
CCN1C(=O)/C(=C/C=C2\C=CN(CC)c3ccccc32)SC1=S	4	0	-12	-0.4	6.0	0	5	9	-13
Cc1nc2c(c(C)nn2-c2ccccc2)c(C)c1CCC(=O)Nc1ccccc1	0	-1	-1	1.0	1.6	6	2	.	-18
Cn1c(=O)n(C)c2cc3[nH]cnc3cc21	9	-8	-5	0.0	-0.4	6	3	8	1
COc1cccc(NC(=O)CCSc2nc(-c3ccco3)cc(C(F)(F)F)n2)c1	-3	-8	-3	0.6	1.2	0	4	.	1
COc1cc(S(=O)(=O)Nc2cccc(C(=O)O)c2)c(OC)cc1Cl	5	3	16	0.5	-1.1	8	3	-7	0
CC(C)(C)c1ccc(CSc2nnc(-c3ccccc3NC(=O)c3ccccc3)o2)cc1	-1	-1	-6	1.2	0.6	-4	1	1	10
COCc1cc(N2CCN(c3ccccc3F)CC2)nc(-c2ccccc2)n1	3	4	-23	0.8	-0.1	-4	5	-4	16
CCn1c2ccccc2c2cc(NC(=O)CNCC3CCCO3)ccc21 (configuration not stated)	-16	-7	-9	3.0	0.0	-4	7	11	-7
O=C(N/N=C/C=C/c1ccccc1)C1CC1(c1ccccc1)c1ccccc1 (configuration not stated)	-8	-3	-15	-0.6	1.0	-5	0	-6	-6
C[C@@H]1NC(=O)[C@H](CCC(N)=O)NC(=O)c2cc([N+](=O)[O-])cc(I)c2NCCC[C@@H](C(N)=O)NC1=O	14	-1	.	-1.5	-0.6	8	-1	-1	-13
O=C(Cn1[nH]c(=O)c2ccccc2c1=O)N1CCN(S(=O)(=O)c2ccc(Cl)cc2)CC1	1	-7	-8	-2.3	-0.3	2	0	4	-25

Gathered by group, those above containing a Cl atom.
SMILES	D2 potentiator	D1 PAM	RXFP1 antagonist	D2 ag	TRHR ag	TRHR PAM	D1 ag	D2 antagonist	D1 antagonist
CCC[n+]1cn(/C(C(=S)Nc2cccc(Cl)c2C)=C(/[O-])c2ccc(OC)c(OC)c2)c2ccccc21	2	2	-15	1.1	0.2	2	4	10	6
O=C(O)c1c2c(nc3ccc(S(=O)(=O)N4CCC(C(=O)NCc5ccccc5Cl)CC4)cc13)CCCC2	.	-3	-2	.	0.1	16	4	.	7
CCOCc1nc(C)c(Cl)c(NS(=O)(=O)c2ccc(N)cc2)n1	9	1	-3	0.1	-0.1	-1	1	5	0
CS(=O)(=O)N(CC(=O)N1CCc2ccccc2C1)Cc1ccc(Cl)cc1	-4	4	3	0.8	0.1	-3	2	-1	1
CCN(C(=O)COC(=O)/C=C/c1cccc(Cl)c1)c1c(N)n(Cc2ccccc2)c(=O)[nH]c1=O	1	-3	-6	-0.2	-0.8	-3	8	4	0
CC1CC(C)CN(C(=O)CSc2nnc(-c3ccc(Cl)cc3)o2)C1 (configuration not stated)	5	.	.	-0.6	-0.4	-12	6	24	-8
Cc1nn(Cc2ccccc2)c(C)c1NC(=O)CSc1nnc(-c2cc(Cl)ccc2O)n1C	27	-2	3	-1.9	0.6	-8	0	1	15
O=C(N/N=C/c1ccccc1OCc1ccccc1Cl)c1cccnc1	1	0	?	-0.5	-0.5	3	0	24	-3
CCN(CC)CCCOc1ccc(Cl)c(Cl)c1	-20	-2	-3	0.9	0.5	-3	12	4	3
COc1cc(S(=O)(=O)Nc2cccc(C(=O)O)c2)c(OC)cc1Cl	5	3	16	0.5	-1.1	8	3	-7	0
O=C(Cn1[nH]c(=O)c2ccccc2c1=O)N1CCN(S(=O)(=O)c2ccc(Cl)cc2)CC1	1	-7	-8	-2.3	-0.3	2	0	4	-25
